PLAP inhibition: inhibition of human placental alkaline phosphatase – biochemical, luminescence, HTS (AID 690); 96,000 compounds, 0.08% hits; purified PLAP, luminescent substrate; higher % means a stronger effect; inhibition, % at 20 µM, or IC50 in µM where a hit was titrated; in the data active = a potency from the dose series; inactive = the rest, 99 in 100 with inhibition below about 30%; note: strong numbers were not always called active
NFkB transloc pot: enhances IL-1B driven NFkB nuclear translocation. HUVEC IL-1B NFkB p65 nuclear translocation imaging. activation, % at 2 µM. 94,000 compounds, 0.3% hits;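 active = activation above 40%, about the mean plus 3 SD, also judged a hit on visual image review; inconclusive = activation above 40% but not a hit on visual review; inactive = activation not above 40% and no visual hit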;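 note: percent activation is computed from the nuclear over cytoplasmic p65 intensity ratio; values of inactives mirror those of a sister screen read the other way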
IL1B NFkB inh: blocks IL-1B driven NFkB nuclear translocation in HUVEC cells; HUVEC IL-1B NFkB p65 nuclear translocation imaging; inhibition, % at 2 µM; 94,000 compounds, 0.43% hits;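 active = inhibition above about 30% together with a positive call from visual inspection of the well image, limit read from the data; inconclusive = inhibition above a set limit but visual check negative; inactive = inhibition not above a set limit, visual check negative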;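 note: nuclear over cytoplasmic p65 intensity ratio measured by imaging; 0% = IL-1B stimulated DMSO wells and 100% = unstimulated DMSO wells; values of inactives mirror those of a sister screen read the other way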
MRP reversal: compounds reversing MRP-mediated drug resistance; H69AR cells + 2 uM doxorubicin, CellTiter-Glo, 72 h; differential viability (reversal), % at 10 µM; 85,000 compounds, 0.04% hits;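 active = viability drop by adding the cancer drug above about 55%, with treated viability meeting a 40% cutoff, limit read from the data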;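 note: viability without doxorubicin minus viability with 2 µM doxorubicin for each compound; larger differential means the compound sensitizes cells more to doxorubicin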
Bcl-B TR3 displacers: displacers of TR3 peptide from Bcl-B, primary screen, selectivity assay for Bfl-1 inhibitor project, biochemical, fluorescence polarization; 96,000 compounds, 0.11% hits; AID 748; FP displacement of FITC-TR3 peptide from Bcl-B; higher % means a stronger effect; displacement, % at 20 µM; hits with a dose series show IC50 in µM;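 active = displacement above 50% at 20 µM plus a fluorescence interference ratio under 1.5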;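 note: plate controls were wells without compound for no effect and wells lacking Bcl-B protein for full effect; a part of the inactive calls stands beside numbers as strong as those of hits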
MRP reversal cytotoxicity: also measured in MRP reversal; calls as there; viability, %; H69AR cells, CellTiter-Glo, 72 h; measured here: cytotoxicity without doxorubicin
MRP reversal with doxorubicin: also measured in MRP reversal; calls as there; viability, %; measured here: viability with 2 uM doxorubicin; active compounds read low
IL1B NFkB inh cell count 2 µM: recorded beside IL1B NFkB inh, whose call it bears; cell count; measured here: cells passing quality filter;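 raw number of nuclei counted in each imaged well without normalization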
NFkB transloc pot cell count 2 µM: recorded beside NFkB transloc pot, whose call it bears; cell count; measured here: cells passing quality filter
* hit, by the source's call; ? = inconclusive; · = not tested or not shown. The list is partial; the hit share may differ from the screen's.

SMILES | PLAP inhibition | NFkB transloc pot | NFkB transloc pot cell count 2 µM | IL1B NFkB inh | IL1B NFkB inh cell count 2 µM | MRP reversal | MRP reversal cytotoxicity | MRP reversal with doxorubicin | Bcl-B TR3 displacers
CCOC(=O)C1=C(C)C(c2ccccc2O)NC(=O)N1 (configuration not stated) | -10% | 10 | 179 | -10 | 179 | -3 | 88 | 91 | 9%
Cc1ccc2nc(-c3ccc(NC(=S)NC(=O)C(C)C)cc3)sc2c1 | -23% | 23 | 178 | -23 | 178 | · | · | · | -138%
COc1ccc(S(=O)(=O)NCCc2csc(-c3cccnc3)n2)cc1 | 7% | 16 | 177 | -16 | 177 | 7 | 95 | 88 | 5%
Cn1nc2c(c1C(=O)O)CCCC2 | · | -6 | 114 | 6 | 114 | 8 | 103 | 94 | ·
COCCCNC(=O)c1c(NC(=O)c2cccs2)sc2c1CCCC2 | 11% | 6 | 157 | -6 | 157 | -40 | 49 | 90 | -6%
O=c1[nH]cnc2c1cnn2Cc1ccccc1 | -7% | 23 | 144 | -24 | 144 | 11 | 100 | 89 | 11%
CCC(CC)NC(=O)c1cc2c(C)nn(Cc3ccccc3Cl)c2s1 | 20% | 20 | 121 | -20 | 121 | · | · | · | -8%
O=C(CS(=O)c1cccc(Cl)c1)Nc1ccccc1Cl (configuration not stated) | 25% | 6 | 130 | -6 | 130 | · | · | · | 6%
COc1ccc(NC(=O)N(Cc2ccc3c(c2)OCO3)C2CC(=O)N(c3ccc(OC)cc3)C2=O)cc1 (configuration not stated) | 12% | -4 | 177 | 4 | 177 | -22 | 40 | 62 | 2%
CC(C)(C)NCCCCOc1ccccc1F | 34% | 9 | 80 | -9 | 80 | 3 | 94 | 91 | -2%
O=C(CN1CCSCC1)N/N=C/c1ccc(F)cc1F | -4% | 6 | 165 | -6 | 165 | 25 | 102 | 77 | 6%
CSc1ccc(CN2CCC(O)CC2)cc1 | · | 9 | 120 | -9 | 120 | 0 | 88 | 88 | ·
COCCNC(=O)C1CC(=O)N(CCc2ccccc2)C1 (configuration not stated) | 0% | -1 | 123 | 1 | 123 | -5 | 100 | 105 | 1%
COc1ccc(/C=C/C(=O)Oc2cccc(/C=N/NC(=O)c3cccc(F)c3)c2)cc1 | 23% | -5 | 191 | 5 | 191 | · | · | · | -3%
CCOC(=O)Cn1c(SC)nc2sc3c(c2c1=O)CC(C)(C)OC3 | 5% | 0 | 84 | 0 | 84 | 6 | 82 | 76 | 0%
O=C(CCN1CCc2ccccc2C1)Nc1cccc(F)c1 | 12% | 15 | 121 | -15 | 121 | 4 | 75 | 71 | -10%
Cc1ccc2c(c1)N(CC(=O)NC1CCCCC1C)C(=O)CO2 (configuration not stated) | -7% | -6 | 167 | 6 | 167 | 9 | 87 | 78 | 19%
c1cc2[nH]snc2c2nc(C3CC3)nc12 | -4% | 13 | 174 | -13 | 174 | -15 | 65 | 80 | 22%
NC(=O)CSc1nnc(-c2cccc(S(=O)(=O)N3CCOCC3)c2)n1C1CCCCCC1 | -46% | 2 | 141 | -2 | 141 | 8 | 94 | 85 | 4%
Cc1nnc(NC(=O)C2(c3ccccc3)CCOCC2)s1 | 6% | -2 | 146 | 2 | 146 | 8 | 97 | 89 | -11%
Cc1cc2c(c(=O)n1Cc1cccnc1)C(c1ccccc1)C(C#N)=C(N)O2 (configuration not stated) | -8% | · | · | · | · | -7 | 75 | 82 | -14%
COc1ccc(/C=N/N2CCN(c3ccccc3OC)CC2)cc1OC | -26% | -3 | 91 | 3 | 91 | · | · | · | -2%
COc1ccc(C2C(C(=O)N3CCN(c4ccccc4)CC3)c3ccccc3C(=O)N2C)cc1OC (configuration not stated) | -72% | 8 | 71 | -8 | 71 | -18 | 88 | 106 | -4%
Cc1cc(C)c(C(N)=O)c(Nc2cccc3ccccc23)n1 | · | 2 | 153 | -2 | 153 | 0 | 102 | 102 | ·
CC(=O)NN1C(=O)/C(=C\c2ccccc2)SC1=S | -25% | 14 | 154 | -14 | 154 | · | · | · | -9%
N#CC1=C(N)Oc2n[nH]c(-c3cccs3)c2C1c1cccs1 (configuration not stated) | -4% | -6 | 48 | 6 | 48 | -11 | 69 | 80 | -1%
CCCCCCc1ccc(OCC(=O)OC)cc1OCC(=O)OC | -43% | · | · | · | · | 10 | 101 | 91 | -20%
Cc1ccc(C2CC(c3ccccc3)=NN2C(=O)CSc2nnc(-c3ccc(Cl)cc3)o2)o1 (configuration not stated) | 2% | -8 | 200 | 8 | 200 | · | · | · | -5%
CCOc1ccc(C(=O)Nc2ccc(N3CCN(C)CC3)cc2)cc1Br | -4% | 9 | 127 | -9 | 127 | · | · | · | 0.56µM*
CCOC(=O)c1ccc(NC(=O)CCC2COc3ccccc3O2)cc1 (configuration not stated) | 13% | -5 | 189 | 5 | 189 | 8 | 98 | 90 | 0%
C=C(C)Cn1c(SCCCO)nc2c1c(=O)[nH]c(=O)n2C | 14% | -8 | 104 | 8 | 104 | 5 | 81 | 76 | 6%
O=C(CSc1nccn1-c1ccccc1)c1ccc(Cl)cc1 | 12% | 2 | 153 | -2 | 153 | · | · | · | -5%
Cc1cccc2cc(CN(Cc3ccc4c(c3)OCO4)Cc3nnnn3C3CCCC3)c(=O)[nH]c12 | 6% | -4 | 143 | 4 | 143 | · | · | · | -6%
CCC(Sc1ncccc1C(=O)O)C(=O)N1CCCC1 (configuration not stated) | · | -1 | 139 | 1 | 139 | -3 | 92 | 95 | ·
Cc1cccc(NC(=O)C2C3C=CC(C4CC34)C2C(=O)O)c1 (configuration not stated) | · | -8 | 189 | 8 | 189 | 6 | 101 | 95 | ·
N#CCCN/N=C(\Cc1nc2ccccc2[nH]1)c1ccccc1 | -20% | 5 | 170 | -5 | 170 | 28 | 101 | 73 | -44%
COCCn1cnnc1SCC(=O)c1ccc(S(=O)(=O)N2CCCC2)cc1 | -52% | · | · | · | · | 4 | 100 | 96 | -58%
Cc1ccc(SCC(=O)NCCC2=CCCCC2)cc1 | 13% | 6 | 93 | -6 | 93 | · | · | · | -12%
CN(CC(=O)Nc1ccccc1Br)Cc1nc2ccccc2c(=O)[nH]1 | -143% | 26 | 212 | -26 | 212 | · | · | · | 3%
O=C(c1ccccc1)c1c[nH]c(C(=O)NCCCn2ccnc2)c1 | -50% | -76 | 132 | ? | · | · | · | · | -10%
Cc1ccc(C)c(NC(=O)c2ccc(OC(=O)c3ccco3)cc2)c1 | -12% | -5 | 33 | 4 | 151 | 6 | 108 | 102 | -3%
Cc1cc(=O)oc2cc(OCC3CC(c4ccc(Br)cc4)=NO3)ccc12 (configuration not stated) | -7% | 3 | 161 | -3 | 161 | -10 | 65 | 75 | -6%
CCOC(=O)CNC(=O)c1nn(-c2cccc(OC)c2)c(=O)c2ccccc12 | 7% | · | · | · | · | 3 | 87 | 83 | -7%
O=C(CSc1nnc(-c2ccccc2Cl)o1)Oc1ccc(Br)cc1 | · | -3 | 92 | 3 | 92 | 0 | 99 | 98 | ·
O=C(OCCN1CCCC1=O)c1cncc(Br)c1 | 10% | 6 | 192 | -6 | 192 | -5 | 91 | 96 | -5%
CN1C(=O)CC(C(=O)Nc2ccc(F)cc2)SC1=Nc1ccc2c(c1)OCO2 (configuration not stated) | -2% | 14 | 143 | -14 | 143 | 11 | 90 | 79 | 3%
Oc1cccc(C=NCc2ccccc2)c1 | 16% | 2 | 193 | -2 | 193 | 6 | 98 | 92 | -4%
Cc1cccc(N2CCN(C(=O)c3cc4n(n3)C(C(F)(F)F)CC(c3ccco3)N4)CC2)c1C (configuration not stated) | -18% | 23 | 121 | -23 | 121 | · | · | · | 4%
C=CCn1cc(-c2cccc(Cl)c2)cc(C#N)c1=O | 19% | · | · | · | · | -13 | 91 | 104 | 3%
N#CC1=C(N)Oc2n[nH]c(-c3cccs3)c2C1c1ccco1 (configuration not stated) | -32% | 14 | 112 | -14 | 112 | 34 | 91 | 57 | 6%

Among those listed so far, 10 contain an aryl thioether with sulfur outside any ring.
SMILES | PLAP inhibition | NFkB transloc pot | NFkB transloc pot cell count 2 µM | IL1B NFkB inh | IL1B NFkB inh cell count 2 µM | MRP reversal | MRP reversal cytotoxicity | MRP reversal with doxorubicin | Bcl-B TR3 displacers
CSc1ccc(CN2CCC(O)CC2)cc1 | · | 9 | 120 | -9 | 120 | 0 | 88 | 88 | ·
CCOC(=O)Cn1c(SC)nc2sc3c(c2c1=O)CC(C)(C)OC3 | 5% | 0 | 84 | 0 | 84 | 6 | 82 | 76 | 0%
NC(=O)CSc1nnc(-c2cccc(S(=O)(=O)N3CCOCC3)c2)n1C1CCCCCC1 | -46% | 2 | 141 | -2 | 141 | 8 | 94 | 85 | 4%
Cc1ccc(C2CC(c3ccccc3)=NN2C(=O)CSc2nnc(-c3ccc(Cl)cc3)o2)o1 (configuration not stated) | 2% | -8 | 200 | 8 | 200 | · | · | · | -5%
C=C(C)Cn1c(SCCCO)nc2c1c(=O)[nH]c(=O)n2C | 14% | -8 | 104 | 8 | 104 | 5 | 81 | 76 | 6%
O=C(CSc1nccn1-c1ccccc1)c1ccc(Cl)cc1 | 12% | 2 | 153 | -2 | 153 | · | · | · | -5%
CCC(Sc1ncccc1C(=O)O)C(=O)N1CCCC1 (configuration not stated) | · | -1 | 139 | 1 | 139 | -3 | 92 | 95 | ·
COCCn1cnnc1SCC(=O)c1ccc(S(=O)(=O)N2CCCC2)cc1 | -52% | · | · | · | · | 4 | 100 | 96 | -58%
Cc1ccc(SCC(=O)NCCC2=CCCCC2)cc1 | 13% | 6 | 93 | -6 | 93 | · | · | · | -12%
O=C(CSc1nnc(-c2ccccc2Cl)o1)Oc1ccc(Br)cc1 | · | -3 | 92 | 3 | 92 | 0 | 99 | 98 | ·

Screens from PubChem.
